Assay outcomes (PubChem BioAssay)
HCT116 PTEN-null – growth suppression of PTEN-null HCT116, primary screen, cell-based, CellTiter-Glo; HCT116 PTEN-null viability, 60 h; stronger effect = lower value; viability, % at 10 µM; 1.2% of 140,000 active; AID 827, 2007;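 active = viability at or below a set limit, 4 SD under the median of all tested compounds, cut at about 3.7% in these data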;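 note: PTEN knockout HCT116 line with beta catenin targeted HCT116 as companion control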
BB579 growth dn – growth inhibitors of yeast BB579 in restrictive medium, primary screen, yeast lifespan-shortening project, S. cerevisiae; OD615, 48 h; inhibition, % at 10 µM; 0.51% of 140,000 active;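 active = inhibition above a set limit, 3 SD over the mean compound inhibition, cut at about 44% in these data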; note: inactives centre near -24
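System: Saccharomyces cerevisiae DeaD strain BB579, replicative lifespan model yeast | Buffer or medium: Restrictive glucose-based CSMM-D medium | Times: 4 h preincubation and 48 h exposure at 30 °C | Detection: OD615 turbidity measurement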
E-sel TNF inh – E-selectin induction blockers in HUVEC – imaging, immunofluorescence, high content, primary screen. HUVEC TNFa-induced E-selectin immunofluorescence. inhibition, % at 2 µM. 0.71% of 120,000 active;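 active = inhibition above the batch mean plus 3 SD, and confirmed as a hit on visual image review, cut at about 43% in these data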;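 note: 0% = TNF-stimulated DMSO wells and 100% = unstimulated control wells; not every result past the cut was called active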
Measles CPE – compounds protecting cells from measles virus cytopathic effect, primary screen, measles RdRp inhibitor project, single point, MLSMR library, absorbance; Measles virus-infected cells, CPE protection; protection (pct of control), % at 4 µM; 1.5% of 140,000 active; in the data active = protection mostly above about 24%, no sharp cut-off; inactive = mostly below about 26%; note: some compounds called inactive have numbers as strong as hits
HCT116 bCat-KO – primary screen for growth suppressors in beta-catenin knockout HCT116 cells (colon tumor, human); HCT116 beta-catenin knockout viability, CellTiter-Glo, 60 h; stronger effect = lower value; viability, % at 10 µM; 1.5% of 140,000 active;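 active = viability at or under a set limit, the compound median less 4 SD, cut at about 6% in these data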;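 note: 0% = Hyamine 1622 control at 20 µM and 100% = untreated cell control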
MRP-1 activ – H69AR viability gain despite doxorubicin, primary screen, MRP-1 activator project, H69AR cells, CellTiter-Glo; AID 799, 2007; viability increase, % at 10 µM; viability rescue; 0.61% of 140,000 active;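 active = viability gain under doxorubicin at or above a set limit, the compound median plus 3 SD, cut at about 4.7% in these data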;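 note: MRP-1 overexpressing cells given doxorubicin 25 µM after compound pretreatment; 18-22 h compound pretreatment then 72 h with doxorubicin before readout; 0% = doxorubicin-only wells and 100% = vehicle-treated cells without doxorubicin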
Yeast lifespan up – compounds extending yeast replicative lifespan, primary screen, S. cerevisiae, OD615 | 0.68% of 130,000 active | inhibition of the nicotinamide effect, % at 10 µM | S. cerevisiae growth with nicotinamide; deaD strain in restrictive glucose medium;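 active = inhibition above a set limit, placed 3 SD over the median of all compounds, cut at about 26% in these data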;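 note: 0% = nicotinamide-treated wells and 100% = cells grown without nicotinamide; some compounds called inactive have numbers as strong as hits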
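Assay system: engineered S. cerevisiae DeaD replicative-lifespan strain, galactose-grown log-phase cells; medium: restrictive CSMM-D dextrose medium; also added: nicotinamide, 1.5 mM, co-present with compound; schedule: 48 h compound exposure at 30 °C, humidified; detection: absorbance at 615 nm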
Phagocyt inh – inhibitors of macrophage phagocytosis, primary screen, imaging, J774A.1 cells, IgG beads. J774A.1 macrophage IgG-bead phagocytosis. AID 1029, 2008. inhibition, % at 5 µM. 0.07% of 110,000 active;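 active = inhibition above the mean of the plate negative controls plus 5 SD, cut at about 13% in these data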;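 note: phagocytic index as fraction of beads internalized from green versus red external bead signal; plate controls were DMSO negative control for no effect and cytochalasin-D positive control for full effect; some results beyond the cut were filed as inactive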
NPY Y2 blocker – NPY-Y2 receptor antagonists, primary screen, cell-based; 0.99% of 140,000 active; NPY-Y2 expressing cells, antagonist mode; AID 793, 2007; inhibition, % at 2.7 µM; in the data active = inhibition above about 17%;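 note: 0% = vehicle with agonist challenge and 100% = reference antagonist with challenge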
Target sequence (P49146 whole entry, looked up): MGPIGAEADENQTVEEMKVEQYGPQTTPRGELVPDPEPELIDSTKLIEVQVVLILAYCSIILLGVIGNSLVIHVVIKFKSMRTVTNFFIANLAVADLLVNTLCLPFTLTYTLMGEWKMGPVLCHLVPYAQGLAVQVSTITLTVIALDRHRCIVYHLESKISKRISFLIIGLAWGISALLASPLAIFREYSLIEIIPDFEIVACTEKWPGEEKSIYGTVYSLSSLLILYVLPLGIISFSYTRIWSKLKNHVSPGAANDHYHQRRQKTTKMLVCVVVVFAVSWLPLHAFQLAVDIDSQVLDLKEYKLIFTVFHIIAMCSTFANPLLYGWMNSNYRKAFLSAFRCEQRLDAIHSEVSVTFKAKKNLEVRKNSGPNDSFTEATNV
GALR2 blocker – GALR2 antagonists in receptor-expressing cells, primary screen. Galanin receptor type 2 (Homo sapiens), O43603. antagonist mode. inhibition, % at 4 µM. 0.39% of 140,000 active. AID 828, 2007; in the data active = inhibition above about 27%;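 note: cells stimulated with galanin 1-16 at roughly its EC80; 0% = agonist challenge control and 100% = basal control without agonist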
Target sequence (O43603 whole entry, looked up): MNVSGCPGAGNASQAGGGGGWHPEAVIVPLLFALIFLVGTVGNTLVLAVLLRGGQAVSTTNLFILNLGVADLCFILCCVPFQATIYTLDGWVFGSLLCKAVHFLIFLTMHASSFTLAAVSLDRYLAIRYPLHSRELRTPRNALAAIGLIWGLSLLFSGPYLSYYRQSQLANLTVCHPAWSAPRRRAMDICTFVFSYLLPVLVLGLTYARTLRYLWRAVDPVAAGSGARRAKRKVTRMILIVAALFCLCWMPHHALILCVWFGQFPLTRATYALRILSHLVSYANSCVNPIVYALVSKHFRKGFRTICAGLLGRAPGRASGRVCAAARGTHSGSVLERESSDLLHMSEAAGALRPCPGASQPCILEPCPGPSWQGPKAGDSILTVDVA
* hit, by the source's call; · = no result given.

SMILES	HCT116 PTEN-null	BB579 growth dn	E-sel TNF inh	Measles CPE	HCT116 bCat-KO	MRP-1 activ	Yeast lifespan up	Phagocyt inh	NPY Y2 blocker	GALR2 blocker
CC(=O)Nc1cc2c(=O)n(Cc3ccccc3)c(C)nc2cc1N1CCOCC1	99	-25	0	0	101	-1.2	-2	-1	3	-15
Cc1ccc2cccc(OC(=O)c3ccc4c(c3)OCCO4)c2n1	21	-31	-18	33	10	-1.6	-7	0	3	-3
O=C(Nc1ccccn1)c1ccc(Br)c(S(=O)(=O)N2CCCCC2)c1	92	-12	·	8	86	-0.5	-1	-1	0	12
O=C(/C=C/c1ccco1)Nc1cccc(-c2nc3ccccc3[nH]2)c1	67	-51	-24	7	57	-2.0	-2	2	2	20
O=S(=O)(c1ccc(Cl)nc1)N(Cc1ccccc1)Cc1ccccc1	78	-26	14	8	76	-1.6	7	-7	12	2
CS(=O)(=O)Nc1ccc([N+](=O)[O-])cc1Oc1ccccc1	98	-29	·	12	94	-0.7	6	·	0	5
CN(Cc1ccccc1)C(=O)c1cc2ccccc2o1	85	-3	-15	3	100	-1.7	-8	-1	3	-8
O=C(NC1CS(=O)(=O)CC1NCc1ccccc1)c1ccccc1 (stereo not given)	80	-36	-4	40	81	-1.3	-4	-1	-3	-7
CC(C)[C@H](NS(=O)(=O)c1ccccc1)C(=O)OCC(=O)Nc1ccc2c(c1)OCO2	97	-11	·	8	92	0.8	-1	-16	-1	-5
CC(Oc1ccccc1)C(=O)Nc1cccc(-c2nc3ccccc3[nH]2)c1 (stereo not given)	79	-47	-70	4	81	-0.8	1	-1	3	15
O=C(CC1Nc2ccccc2NC1=O)NC1CCCCC1 (stereo not given)	83	-44	52	8	93	-3.2	-28	·	-1	-3
Cc1nc(NCCCn2ccnc2)c2oc3ccccc3c2n1	90	15	-5	18	97	-0.2	-2	0	1	-16
c1cnc(SCCCOc2ccc3ccccc3c2)nc1	97	-15	14	12	96	0.1	-17	-2	12	0
Cc1c(C(=O)NN)nc2ccccn12	89	-30	-5	14	92	0.8	0	-11	2	-8
Cc1ccc(C)c(SCC(=O)NC(=O)NCc2ccccc2)c1	95	-59	-23	26	96	-1.2	1	-1	9	0
Cc1c(CCC(=O)O)c(=O)oc2cc(O)ccc12	95	-17	-40	11	96	-1.0	-7	-1	3	7
COC(=O)C1CCN(Cc2ccc(C)cc2)CC1	86	5	-1	7	90	-1.6	4	0	0	15
Cc1ccc(-n2c(C)cc(=O)cc2C)c(C)c1	91	-29	·	1	97	0.0	4	-7	2	0
O=C(N/N=C/c1cccc([N+](=O)[O-])c1)C1CC1c1ccccc1 (stereo not given)	80	-31	·	4	85	0.4	-3	-6	3	-5
O=C(Nc1ccc(F)cc1F)c1ccco1	94	-33	2	4	101	-1.2	-29	0	3	11
CCOC(=O)C(=NC(C)(C)C)NNc1cc(Cl)ccc1Cl	87	-41	·	4	89	-1.8	2	-10	-2	-6
CC(=O)Nc1ccc(Nc2ncnc3c2cnn3-c2ccccc2)cc1	105	-23	10	16	116	0.4	-22	·	-3	-7
Cc1ccc(NC(=O)C(OC(=O)c2ccc(F)cc2)c2ccccc2)cc1Cl (stereo not given)	99	-23	2	5	102	0.7	2	-13	10	5
Cn1c(=O)c2c(nc(NC3CCCCC3)n2CC(=O)C23CC4CC(CC(C4)C2)C3)n(C)c1=O	93	-45	-12	4	101	-0.9	0	·	0	-3
O=C(CN1CCSC1=NCc1ccccc1)c1ccc(Cl)c(Cl)c1	87	-5	·	6	88	-1.3	-4	·	4	-3
COc1ccc(C2CC(c3cccc(OC)c3)n3nc(N)nc3N2)cc1 (stereo not given)	95	-25	8	1	99	-0.3	-10	0	0	0
CN(c1cccc(NC(=O)c2ccccc2N(C)S(C)(=O)=O)c1)S(C)(=O)=O	96	5	11	15	99	-2.8	-4	-1	1	-1
C#CCn1cc(/C=N/NC(=O)COc2cccc3cccnc23)c2ccccc21	104	-14	·	17	110	-1.4	-3	·	4	4
COc1ccc(/C=N/NC(=O)c2ccc(Br)cc2)cc1Cn1cc(Cl)cn1	94	-52	·	6	95	-0.9	3	-11	4	-3
CCN(CC)C(=O)CC(c1ccccc1)c1ccco1 (stereo not given)	91	10	-16	4	86	-1.8	-13	-3	1	-5
Cc1n[nH]c(=O)nc1N/N=C/c1ccc(O)c([N+](=O)[O-])c1	105	-33	·	6	92	1.0	-1	-6	2	9
Cc1ccc(Cl)cc1N1CCN(Cc2nc3ccsc3c(=O)[nH]2)CC1	54	-78	·	5	48	-2.8	-23	-1	5	10
Clc1ccc2c(NCc3ccco3)ncnc2c1	58	-54	-5	14	60	-1.1	-14	1	2	16
Cc1nn(CCO)c2c1C(=O)CCC2	97	-35	-52	22	93	-0.8	-4	·	1	5
CCC1(CC)Cc2ccccc2C(=C(C#N)C#N)N1	99	-26	35	15	104	-0.5	9	-1	1	3
COc1ccc(NC(=O)c2cccc(S(=O)(=O)N3CCOCC3)c2)cn1	89	9	1	1	96	-0.9	-4	-1	2	-8

Next part; it opens with the 6 that closed the last part.
SMILES	HCT116 PTEN-null	BB579 growth dn	E-sel TNF inh	Measles CPE	HCT116 bCat-KO	MRP-1 activ	Yeast lifespan up	Phagocyt inh	NPY Y2 blocker	GALR2 blocker
Cc1n[nH]c(=O)nc1N/N=C/c1ccc(O)c([N+](=O)[O-])c1	105	-33	·	6	92	1.0	-1	-6	2	9
Cc1ccc(Cl)cc1N1CCN(Cc2nc3ccsc3c(=O)[nH]2)CC1	54	-78	·	5	48	-2.8	-23	-1	5	10
Clc1ccc2c(NCc3ccco3)ncnc2c1	58	-54	-5	14	60	-1.1	-14	1	2	16
Cc1nn(CCO)c2c1C(=O)CCC2	97	-35	-52	22	93	-0.8	-4	·	1	5
CCC1(CC)Cc2ccccc2C(=C(C#N)C#N)N1	99	-26	35	15	104	-0.5	9	-1	1	3
COc1ccc(NC(=O)c2cccc(S(=O)(=O)N3CCOCC3)c2)cn1	89	9	1	1	96	-0.9	-4	-1	2	-8
Cc1c(NC(=S)Nc2ccccc2C(F)(F)F)cccc1[N+](=O)[O-]	89	-23	0	41*	89	0.1	14	-7	3	-7
Cc1ccc(C(=O)OCC(=O)c2ccc(Cl)s2)s1	112	-54	10	4	108	0.0	-16	-1	2	-9
O=C(NCc1ccccc1)N1CCC(c2nc3ccccc3[nH]2)CC1	95	-29	12	·	92	-1.3	3	0	-2	0
COc1cc2c(cc1NC(=O)COC(=O)CNS(=O)(=O)c1ccc(C)cc1)oc1ccccc12	74	-2	-3	9	83	-2.9	-7	-21	2	-4
Cc1ccc(-c2ccc(OCC(=O)N3CCOCC3)cc2)cc1	92	3	11	16	101	-0.9	-17	4	4	-3
CC(CN1CCN(c2ccccc2)CC1)c1ccccc1 (stereo not given)	98	-22	-18	23	90	-2.9	-8	1	3	-7
Cc1cccc(NC(=O)c2ccccc2[N+](=O)[O-])n1	93	-11	12	9	99	-1.3	-7	1	0	-7
CCCCNC(=S)N(C)/N=C/c1c(C)[nH]c2ccccc12	77	-24	-18	8	86	-3.1	2	-4	0	6
COCCn1c(C)cc(/C=C2\NC(=S)N(C)C2=O)c1C	86	-17	25	12	78	-1.2	-3	-5	-1	7
CCOC(=O)N1CCN(S(=O)(=O)c2ccc(C(=O)NNc3nc4ccc(Cl)cc4s3)cc2)CC1	3.6*	-19	25	7	4.4*	-4.9	-1	·	-3	4
Cc1ccc(-c2noc(CN3CCN(c4ccccc4F)CC3)n2)cc1	86	-25	·	5	94	-3.7	-6	-1	16	10
C(=N\Nc1ncnc2sc3c(c12)CCC3)/c1ccncc1	3.3*	12	-12	2	10	-4.8	-9	3	2	-3

2 records drawn at random from the list so far:
SMILES	HCT116 PTEN-null	BB579 growth dn	E-sel TNF inh	Measles CPE	HCT116 bCat-KO	MRP-1 activ	Yeast lifespan up	Phagocyt inh	NPY Y2 blocker	GALR2 blocker
COCCn1c(C)cc(/C=C2\NC(=S)N(C)C2=O)c1C	86	-17	25	12	78	-1.2	-3	-5	-1	7
COc1cc2c(cc1NC(=O)COC(=O)CNS(=O)(=O)c1ccc(C)cc1)oc1ccccc12	74	-2	-3	9	83	-2.9	-7	-21	2	-4

Carrying on.
SMILES	HCT116 PTEN-null	BB579 growth dn	E-sel TNF inh	Measles CPE	HCT116 bCat-KO	MRP-1 activ	Yeast lifespan up	Phagocyt inh	NPY Y2 blocker	GALR2 blocker
Cc1ccc(N2Cc3ccccc3OC(C)C2=O)cc1 (stereo not given)	86	-6	-2	17	85	-2.7	0	0	4	-4
Oc1ccc(-c2n[nH]c(=S)n2-c2ccc3c(c2)OCCO3)cc1	89	-30	·	11	90	-0.7	-1	-8	13	7
COc1ccccc1-n1nnnc1SCc1ccccc1	83	-36	-15	5	90	0.5	-15	-1	4	6
Cc1cc(NC(=O)Nc2ccc(F)c(Cl)c2)no1	89	-44	8	4	87	-1.0	-26	-1	2	-13
O=C(c1ccc2c(c1)OCCO2)C1CCN(C(=O)c2ccc(F)cc2)CC1	75	10	15	3	66	0.5	-13	·	2	5
COc1ccc(S(=O)(=O)n2ccc(C(C)Oc3ccc(-c4ccccc4)c(F)c3)n2)cc1 (stereo not given)	47	-88	-5	15	41	-0.1	0	1	2	-3
Cc1cccc(OCC(=O)Nc2ccc(C(=O)NCc3cccnc3)cc2)c1	62	2	13	4	42	-6.3	-11	·	0	-6
Cc1cccc(C)c1OCCn1nc(C(=O)O)c2ccccc2c1=O	96	-14	7	3	84	-2.2	-3	0	10	4
COc1ccc(OC)c(NC(=O)COC(=O)c2c3c(nc4ccccc24)CCCC3)c1	11	-27	-3	4	12	0.2	-8	-2	11	5
CC(C)CNC(=O)COC(=O)c1ccccc1OCC(=O)Nc1ccc(Br)cc1	77	-56	-5	23	74	-2.1	2	-1	2	-6
